STK33 inh: inhibitors of purified STK33 kinase, primary screen, biochemical, ADP-Glo luminescence, homogeneous, cell-free. Serine/threonine-protein kinase 33 (Homo sapiens), Q9BYT3. MBP phosphorylation. inhibition, % at 10 µM. 0.073% of 320,000 active;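 active = inhibition at or above 25%, using the most active replicate where run in duplicate; inactive = inhibition below 25%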
Target sequence (Q9BYT3 whole entry, looked up): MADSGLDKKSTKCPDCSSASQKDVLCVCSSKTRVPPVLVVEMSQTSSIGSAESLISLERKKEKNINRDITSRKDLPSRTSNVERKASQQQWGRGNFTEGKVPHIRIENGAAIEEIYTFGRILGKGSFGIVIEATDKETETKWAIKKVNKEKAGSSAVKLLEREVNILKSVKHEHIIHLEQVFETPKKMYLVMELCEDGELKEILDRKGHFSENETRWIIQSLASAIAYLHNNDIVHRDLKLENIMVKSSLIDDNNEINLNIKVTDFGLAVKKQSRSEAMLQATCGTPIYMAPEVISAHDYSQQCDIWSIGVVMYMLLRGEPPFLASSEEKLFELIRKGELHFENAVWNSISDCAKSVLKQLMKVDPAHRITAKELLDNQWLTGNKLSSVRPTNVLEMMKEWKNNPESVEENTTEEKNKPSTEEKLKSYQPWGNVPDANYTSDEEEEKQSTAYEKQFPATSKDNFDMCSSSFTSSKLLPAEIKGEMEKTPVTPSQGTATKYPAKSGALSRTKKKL
OX1R FRET antag: antagonists of human orexin 1 receptor (OX1R); Orexin/Hypocretin receptor type 1 (Homo sapiens), O43613; OX1R-expressing cells, FRET antagonist read-out; inhibition, % at 6.6 µM; 1.8% of 330,000 active; in the data active = inhibition mostly above about 38%, no sharp cut-off; inactive = mostly below about 40%;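 also: 0% = agonist challenge alone and 100% = reference antagonist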
Target sequence (O43613 whole entry, looked up): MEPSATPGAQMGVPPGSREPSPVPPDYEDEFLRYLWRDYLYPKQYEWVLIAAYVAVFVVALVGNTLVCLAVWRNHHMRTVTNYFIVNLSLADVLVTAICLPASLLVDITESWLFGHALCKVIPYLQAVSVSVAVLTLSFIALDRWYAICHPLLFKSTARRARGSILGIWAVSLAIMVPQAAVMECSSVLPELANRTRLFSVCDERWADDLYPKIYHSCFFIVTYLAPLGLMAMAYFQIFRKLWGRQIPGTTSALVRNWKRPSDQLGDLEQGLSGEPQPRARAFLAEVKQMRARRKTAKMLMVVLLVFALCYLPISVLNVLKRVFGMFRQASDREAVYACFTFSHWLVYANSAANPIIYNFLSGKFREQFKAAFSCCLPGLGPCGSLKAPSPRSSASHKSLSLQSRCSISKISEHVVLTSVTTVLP
* hit, by the source's call; / = not tested or not shown.

Sample of the layout (2 entries):
SMILES | STK33 inh | OX1R FRET antag
Cc1c(NC(=O)c2ccc(Cl)c([N+](=O)[O-])c2)cccc1-n1cnnn1 | -0.3 | 25.4
COc1ccc(CN(Cc2ccc(C(=O)O)cc2)C(=S)Nc2ccccc2Cl)cc1OC | -2.6 | 9.3

Results, repeating the preview:
SMILES | STK33 inh | OX1R FRET antag
Cc1c(NC(=O)c2ccc(Cl)c([N+](=O)[O-])c2)cccc1-n1cnnn1 | -0.3 | 25.4
COc1ccc(CN(Cc2ccc(C(=O)O)cc2)C(=S)Nc2ccccc2Cl)cc1OC | -2.6 | 9.3
COc1cc(/C=c2\sc3n(c2=O)CCCN=3)ccc1O | 3.1 | 67.7
CCC(C)(C)n1nnnc1C(c1ccncc1)N1CCN(c2cccc(OC)c2)CC1 (stereo unspecified) | -0.7 | 7.1
Cc1nc2ccccc2nc1CN1CCN(Cc2ccc(F)c(F)c2)C(CCO)C1 (stereo unspecified) | 2.9 | 14.1
O=C(O)/C=C/c1cccc(NS(=O)(=O)c2ccccc2)c1 | 1.3 | -0.8
COc1ccc2c(c1)C=C(C(=O)NCc1ccc(Cl)cc1)CO2 | -0.7 | 4.5
Cc1cccc(N2CN(S(=O)(=O)c3cccc([N+](=O)[O-])c3)c3nc4ccccc4nc32)c1 | -1.0 | 6.6
COc1ccc2oc(C(=O)N3CCN(S(=O)(=O)c4cccc([N+](=O)[O-])c4)CC3)c(C)c2c1 | -1.5 | 3.6
Cn1cc(CN2CCN(Cc3ccccc3)C(CCO)C2)c(-c2ccccc2)n1 (stereo unspecified) | -1.6 | 23.2
O=C(N/N=C/c1ccccc1O)C1CCCC1 | -1.0 | 1.3
Cn1nc(-c2ccc(OCC(=O)Nc3ccccc3)cc2)c2ccccc2c1=O | 0.8 | 29.0
C=CCn1c(CCNC(=O)c2cccs2)nnc1SCC(=O)Nc1cccc(C(C)=O)c1 | -0.4 | 26.1
COc1ccc(NC(=O)CN2CCN(Cc3ccccc3)CC2)cc1 | -4.8 | 6.9
C/C(=N\Nc1cccc([N+](=O)[O-])c1)c1cc2ccccc2o1 | -0.5 | 16.5
COc1cc2c(cc1OC)CN(C(=O)c1cc(C3CC3)nn1-c1ccccc1)CC2 | -0.1 | 7.7
Cc1ccc(S(=O)(=O)N2CCC(=O)N(C(COCc3cccc(Cl)c3)Cc3ccccc3)CC2)cc1 (stereo unspecified) | -1.6 | 25.5
NCCN1CCN(S(=O)(=O)c2ccc([N+](=O)[O-])cc2)C=C1c1ccc(Cl)cc1 | -0.7 | 11.7
Cc1ccc(CNC(=O)c2nnn(-c3cccc(C)c3)c2N)cc1 | -1.7 | 4.1
Cc1ccc(N(CCC(=O)NC(C)(C)C)S(=O)(=O)c2ccc(C)cc2)cc1 | 0.2 | 13.3
NC(=O)c1cc(S(=O)(=O)NCCCc2ccco2)cs1 | 6.7 | 5.5
COc1ccccc1C(=O)NC(=S)Nc1ccc(Cc2ccncc2)cc1 | -0.7 | 32.4
CN(C)c1ncc(CN2CCC(C(=O)Nc3ccc(-n4cccn4)cc3)CC2)s1 | 1.0 | 10.6
COc1ccc(/C=N/NC(=O)c2cc(-c3cccc(C)c3)nc3ccccc23)cc1O | -0.2 | 21.6
C[C@H](CO)N1C[C@H](C)[C@@H](CN(C)C)Oc2c(NS(=O)(=O)c3ccccc3)cccc2C1=O | -1.4 | -2.7
COc1ccc(C(=O)NCc2ccc3c(c2)OCO3)c(OC)c1 | 3.6 | 4.6
Cc1c(OC(C)C(=O)NCc2ccncc2)ccc2c3c(c(=O)oc12)CCCC3 (stereo unspecified) | 0.5 | 7.0
C#Cc1ccc([C@H]2C=C(C(=O)NCc3ccccc3)O[C@@H](OCc3ccc(CO)cc3)C2)cc1 | 0.5 | 22.2
O=C(Nc1cccc(Oc2ccc3c(c2)C(=O)NC3=O)c1)c1ccco1 | 1.1 | 37.7
CCOC(=O)CSc1nc2ccccc2c(=O)n1CC(C)C | -1.3 | 13.5
N#CC(c1ccc(Cl)cc1)c1ccc2c(C(F)(F)F)cc(C(F)(F)F)nc2n1 (stereo unspecified) | 2.1 | 38.1
Cc1ccc2nc(SCC(=O)NCc3cccs3)c(C#N)cc2c1 | 1.5 | 2.9
COCC(=O)Nc1cc(C(=O)OC)cc(C(=O)OC)c1 | 0.2 | 6.0
COc1ccc(N[C@@H]2CCN3C(=O)c4ccccc4[C@@H]3C[C@H]2O)cc1 | / | 7.0
COc1cc(NC(=O)c2cnn3c(C(F)F)cc(C4CC4)nc23)c(OC)cc1Cl | -1.3 | -4.6
CCSc1nc(C)nc2sc(C)c(C)c12 | -0.3 | 5.2
COCCn1c(COc2cccc(OC)c2)nnc1SCC(=O)NC1CCCCC1 | -1.0 | 30.4
C=CCOc1ccc(CNCc2cccnc2)cc1 | -1.3 | 10.1
CC(=C/c1ccc(C(C)C)cc1)/C=N/NC(=O)CSc1ccccn1 | -2.1 | 16.4
O=C(COC(=O)c1ccccc1NC(=O)c1ccco1)NC1CCS(=O)(=O)C1 (stereo unspecified) | 2.3 | 17.6
N#Cc1ccccc1NC(=S)NC(=O)c1cccnc1 | -0.3 | 0.3
O=C(CN1C(=O)NC2(CCCCC2)C1=O)Nc1ccc2c(c1)CCC2 | 0.5 | 8.2
O=S1(=O)N=C(N=Nc2c(O)[nH]c3ccccc23)c2ccccc21 | 1.0 | 43.0
CCc1ccc(-c2nc(SCC(=O)c3c(N)n(C4CC4)c(=O)[nH]c3=O)n[nH]2)cc1 | -1.1 | 4.9
O=C(COC(=O)C12CC3CC(CC(Cl)(C3)C1)C2)N1CCCCC1 | -0.7 | 9.7
Cc1ccc(NC(=O)CCN2C(=O)C3CC=CCC3C2=O)cc1Cl (stereo unspecified) | / | 1.8
CCc1nc(SCC(=O)Nc2cc(OC)ccc2OC)c2c(C)c(C)sc2n1 | -2.0 | 18.3
N#Cc1cc2c(nc1SCC(=O)Nc1sc3c(c1C#N)CCC3)CCC2 | 0.9 | 31.9
O=C(c1ccccc1)C1CCN(C(=O)c2cccs2)CC1 | -0.6 | 10.9
CCN(CC1CCCO1)C(=O)CCc1nnc(Cc2ccc3c(c2)OCO3)o1 (stereo unspecified) | -1.5 | 1.9
COc1ccc(N2C(=O)C3CC=C(Cl)CC3C2=O)cc1 (stereo unspecified) | 0.2 | 1.0
O=C(Nc1ccc(C(=O)O)cc1)/C(=C\c1ccccc1)NC(=O)c1ccccc1 | 0.4 | 17.5
CC1CN(C(=O)CS(=O)(=O)Cc2ccc(Cl)cc2)CC(C)O1 (stereo unspecified) | 0.2 | -4.8
NS(=O)(=O)c1ccc(S(=O)(=O)c2ccccc2)nc1 | 0.0 | 1.7
Cn1c(=O)n(Cc2ccc(F)cc2)c(=O)c2c1nc1n2CCCN1C1CCCCC1 | -0.7 | 22.3
CCOC(=O)N1CCN(c2c(NCC3CCN(Cc4cccc(C)c4)CC3)c(=O)c2=O)CC1 | -0.1 | 4.3
CCOC(=O)N1CCN(S(=O)(=O)c2ccc(C(=O)Nc3sc4c(c3C#N)CC(C)(C)NC4(C)C)cc2)CC1 | -0.1 | 15.0
Nc1ncc(-n2cncn2)c(-c2ccc(Cl)cc2)n1 | 0.6 | 16.1
COC(=O)c1ccc(NC(=O)CCN2CCN(c3ccccc3)CC2)cc1 | 0.5 | 33.7
C=CCNC(=O)N1CCC(c2nc3ccccc3s2)CC1 | 0.1 | 6.3
Remaining list, next part.
SMILES | STK33 inh | OX1R FRET antag
CCOC(=O)N1CCC(N2C(=O)c3ccccc3C2Nc2ccc(Cl)cn2)CC1 (stereo unspecified) | -0.1 | -9.7
NC(=O)c1ccc(CN2CCc3ccccc3C2)cc1 | -1.1 | 22.0
O=C(O)Cn1cnc2c(OCc3ccccc3)ncnc21 | 0.7 | 11.8
COCCNC(=O)C(c1ccc(O)cc1)N(C(=O)CCC(=O)Nc1nccs1)c1ccc(C)cc1 (stereo unspecified) | 0.2 | 6.8
COCCN(C(=O)CSc1nnc(-c2ccc(C(C)(C)C)cc2)n1N)c1c(N)n(CC(C)C)c(=O)[nH]c1=O | -1.6 | 3.1
C=CCn1c(SCC(=O)Nc2cccc(OC)c2)nnc1-c1cccnc1 | -1.2 | 11.0
O=C(Cc1ccc(Br)cc1)N1CCCCCC1 | 0.0 | -1.5
COc1ccc(CC(=O)Nc2nnc(SCC(=O)NCc3ccco3)s2)cc1OC | 1.3 | 5.9
CCN(CC)c1ccc(C(=O)OCC(=O)Nc2cc(C)on2)cc1 | -0.3 | 12.4
O=C(CN1C(=O)NC2(CCc3ccccc32)C1=O)Nc1ccc(N2CCOCC2)cc1 (stereo unspecified) | -0.2 | 11.3
CN(C)C(CNS(=O)(=O)c1ccc(Cl)cc1)c1cccnc1 (stereo unspecified) | 1.0 | -2.3
Cc1ccc2cc(C#N)c(N3CCCN(S(=O)(=O)c4ccc(F)cc4)CC3)nc2c1 | -0.4 | 18.9
COCCCN(C(=O)c1cc(C)oc1C)c1c(N)n(CC(C)C)c(=O)[nH]c1=O | -1.5 | 7.0
Cc1cccc(Cn2c(N3CCN(CCO)CC3)nc3c2c(=O)[nH]c(=O)n3C)c1 | -2.1 | -3.8
CCOC(=O)C(C(=O)OCC)c1cc(Br)c2noc3c2c1C(=O)c1ccccc1-3 | -1.3 | 51.2
O=C(O)C(c1ccccc1)C1(O)CCCC1 (stereo unspecified) | 0.1 | 17.6
CC(=O)OC(CC(=O)O)C[N+](C)(C)C (stereo unspecified) | 0.9 | 10.7
Cc1nc2ccc(NS(=O)(=O)c3ccc(F)c(F)c3)cc2s1 | 0.1 | 18.1
CCOCCCNC(=O)CNC(=S)N(Cc1ccc(C)cc1)Cc1ccco1 | -1.3 | 20.2
CN(C(=O)c1cc2nc(-c3ccco3)cc(C(F)(F)F)n2n1)C1CCCCC1 | -2.3 | 4.5
Cn1c(SCc2ccc(C#N)cc2)nnc1-c1cccc(Cl)c1 | 1.2 | 15.8
COc1cc(NS(=O)(=O)c2ccc(NC(=O)/C=C/C(=O)O)cc2)nc(OC)n1 | -0.5 | 7.5
Cc1ccc(S(=O)(=O)NCc2ccc(C(=O)NCCCN3CCN(C)CC3)cc2)cc1 | -1.4 | 10.7
COc1ccc(CNC(=O)Nc2ccc([N+](=O)[O-])cc2)cc1 | 0.0 | 19.9

A second format for some results above.
Value order: STK33 inh, OX1R FRET antag
- COCCn1c(COc2cccc(OC)c2)nnc1SCC(=O)NC1CCCCC1
→ -1.0, 30.4
- O=C(Nc1cccc(Oc2ccc3c(c2)C(=O)NC3=O)c1)c1ccco1
→ 1.1, 37.7
- CN(C)C(CNS(=O)(=O)c1ccc(Cl)cc1)c1cccnc1 (stereo unspecified)
→ 1.0, -2.3
- O=C(Cc1ccc(Br)cc1)N1CCCCCC1
→ 0.0, -1.5
- COc1cc2c(cc1OC)CN(C(=O)c1cc(C3CC3)nn1-c1ccccc1)CC2
→ -0.1, 7.7
- C=CCOc1ccc(CNCc2cccnc2)cc1
→ -1.3, 10.1
- CN(C)c1ncc(CN2CCC(C(=O)Nc3ccc(-n4cccn4)cc3)CC2)s1
→ 1.0, 10.6

Other compounds follow:
SMILES | STK33 inh | OX1R FRET antag
CC(=O)Nc1ccccc1NC(=O)C/C(C)=N/NC(=O)C(=O)Nc1cccc(Cl)c1C | -0.9 | 25.9
COCC(=O)OCC(=O)c1cc(C)n(-c2ccc(Br)cc2)c1C | -0.6 | 56.2
CN1CCN(S(=O)(=O)c2ccc(NN)nc2)CC1 | 0.1 | 3.3
CCCCCCCCCCC[C@@H](C[C@@H]1OC(=O)[C@H]1CCCCCC)OC(=O)[C@H](CC(C)C)NC=O | -0.8 | 13.1
CCOc1ccccc1NC(=O)C(CC)Sc1nc2ccsc2c(=O)n1CCC(=O)O (stereo unspecified) | -0.8 | 18.7
O=C(Cn1c(SCC(=O)N2CCc3ccccc32)nc2ccccc21)NC1CCCC1 | -1.5 | 25.3
C[C@@H]1CN(C(=O)c2cc(COc3cccc(C(F)(F)F)c3)on2)C[C@H](C)O1 | 6.0 | 21.7
O=[n+]1cc(-c2ccc(Cl)cc2)n([O-])c2c1CCC2 | -1.7 | 9.5
O=C(COC(=O)c1cccc(C(=O)OCC(=O)c2ccc(Br)cc2)n1)c1ccc(Br)cc1 | -1.3 | 17.0
COC(=O)c1c(NC(=O)C(C)C)sc2c1CCN(Cc1ccccc1)C2 | -1.4 | -0.8
c1csc(-c2nn3cnnc3c3ccccc23)c1 | 1.6 | 22.1
CN(C)C=Nc1ncc2c3ccccc3n(Cc3ccccc3)c2c1C#N | -2.3 | 18.8
COc1ccccc1NC(=O)CSc1ncnc2c1oc1ccccc12 | -0.8 | 11.7
Cc1nc2c(C(=O)NCc3ccc4c(c3)OCO4)c[nH]n2c(=O)c1Cl | 4.2 | -2.4
O=C(O)CC1C(=O)NCCN1Cc1ccc(F)c(F)c1 (stereo unspecified) | -1.6 | 10.0
COc1ccc(NC(=O)N2C3CCCC2CC(NC(=O)c2ccccc2)C3)cc1 (stereo unspecified) | 0.1 | 38.3
CCOC(=O)C(=CNc1cscc1S(=O)(=O)C(C)C)C(=O)OCC | -3.2 | 6.7
CCOc1cc(S(=O)(=O)NCc2ccc3c(c2)OCO3)c(C)cc1C | -0.8 | 5.3
CC1CCN(S(=O)(=O)c2ccc(C(=O)Nc3ccccc3-c3nc4ccccc4[nH]3)cc2)CC1 | -0.6 | 7.5
N#Cc1ccccc1OCC(=O)OCC(=O)N1CCCC1 | -0.9 | 7.7
Cn1c(CSc2nc3ccccc3s2)nnc1SCC(=O)NCc1ccccn1 | -0.9 | 0.4
CCc1ccccc1Nc1nn2c(=O)c3ccc(C(=O)NCc4ccccn4)cc3nc2s1 | -2.3 | 18.3
O=C(NCc1ccco1)c1cc2nc(-c3ccc4c(c3)OCO4)cc(C(F)(F)F)n2n1 | 0.5 | 26.0
CCCCNC(=O)NS(=O)(=O)c1ccc(NC(=O)CCC(=O)c2cccs2)cc1 | -0.8 | -15.9
O=c1[nH]nc(-c2ccc(F)cc2)cc1Cc1cccs1 | 1.6 | 9.8

Screens as filed in PubChem BioAssay.
